Compound activity from PubChem BioAssay.
RGS4-Gao reg – modulators of RGS4 binding to Galphao, primary screen, biochemical, multiplexed bead flow cytometry. binding response (% of control), % at 10 µM. Guanine nucleotide-binding protein G(o) subunit alpha (Homo sapiens), P09471. 220,000 tested, 0.33% active. actives lie on both sides; in the data active means binding response below about 49% or above about 150%; inactive means in between;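 further: fluorescent Galphao activated with aluminum fluoride binding bead-coupled RGS4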
RGS7-Gao reg – RGS7-Galphao binding modulators, primary screen, biochemical, multiplexed bead flow cytometry | Guanine nucleotide-binding protein G(o) subunit alpha (Homo sapiens), P09471 | actives lie on both sides | binding response (% of control), % at 10 µM | 220,000 tested, 0.35% active; in the data active means binding response below about 49% or above about 150%; inconclusive means no clear call, values can overlap the other calls; inactive means in between;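 further: fluorescent Galphao held in activated GDP-AlF4 state binding bead-coupled RGS7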
Bcl-2 Bim block – inhibitors of Bim-Bcl-2 binding, primary screen, biochemical, multiplexed, human Bcl-2 family; Apoptosis regulator Bcl-2 (Homo sapiens), P10415; Bead-based flow cytometry, Bim peptide-Bcl-2 binding; inhibition, % at 10 µM; 190,000 tested, 0.06% active; AID 950, 2007; in the data active means inhibition above about 40%; inconclusive means no clear call, values can overlap the other calls;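 further: 0% = no compound wells with probe peptide and 100% = reference peptide inhibitor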
Target sequence (P10415 whole entry, looked up): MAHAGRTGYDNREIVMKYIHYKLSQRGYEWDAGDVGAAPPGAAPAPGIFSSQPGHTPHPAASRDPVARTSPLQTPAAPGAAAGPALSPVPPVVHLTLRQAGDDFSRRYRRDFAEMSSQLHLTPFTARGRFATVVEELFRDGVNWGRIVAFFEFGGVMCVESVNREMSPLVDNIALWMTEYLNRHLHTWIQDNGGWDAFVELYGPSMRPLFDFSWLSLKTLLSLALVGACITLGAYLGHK
GSH fluor – compound fluorescence on glutathione beads, profiling panel, artefact control, biophysical, 488/530 nm, flow cytometry; GSH beads flow cytometry, compound fluorescence 488/530 nm; stronger effect = higher value; fluorescence (KMESF) at 10 µM; 190,000 tested, 0.25% active; AID 1776, 2009; in the data active means fluorescence above about 89;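 further: glutathione beads carrying GST-tagged Bcl family fusion proteins plus one bare bead set; values are compound well signal with DMSO vehicle wells as background; inactives centre near 16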
Bcl-W Bim block – inhibitors of Bim binding to Bcl-W, primary screen, biochemical, multiplexed, bead-based flow cytometry; Bcl-2-like protein 2 (Homo sapiens), Q92843; Bim peptide-Bcl-W binding; inhibition, % at 10 µM; 190,000 tested, 0.02% active;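 further: 0% = bound tracer without compound and 100% = peptide blocker; higher means less fluorescent Bim peptide bound to Bcl-W beads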
Bcl-XL Bim block – inhibitors of Bim-Bcl-XL binding, primary screen, biochemical, multiplexed, bead flow cytometry, human Bcl-XL | Bcl-2-like protein 1 (Homo sapiens), Q07817 | Bim peptide-Bcl-XL binding, fluorescence | inhibition, % at 10 µM | 190,000 tested, 0.04% active | AID 1007, 2008
Target sequence (Q07817 whole entry, looked up): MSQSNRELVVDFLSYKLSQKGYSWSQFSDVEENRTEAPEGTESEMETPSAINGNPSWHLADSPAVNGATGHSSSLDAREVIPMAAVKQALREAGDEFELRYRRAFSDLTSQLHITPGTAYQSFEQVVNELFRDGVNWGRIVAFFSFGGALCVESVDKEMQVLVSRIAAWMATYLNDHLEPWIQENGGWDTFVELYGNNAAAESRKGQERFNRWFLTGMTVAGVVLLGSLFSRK
Bfl-1 Bim block – inhibitors of Bim binding to Bfl-1, primary screen, biochemical, multiplexed, bead-based flow cytometry; 190,000 tested, 0.12% active; inhibition, % at 10 µM; Bim-Bfl-1 binding inhibition; AID 1008, 2008;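 further: 0% = wells without compound plus tracer and 100% = blocker peptide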
RGS8-Gao – RGS8-Galphao binding modulators, primary screen, biochemical, multiplexed bead flow cytometry | actives lie on both sides | 220,000 tested, 0.34% active | AID 1423, 2008 | Guanine nucleotide-binding protein G(o) subunit alpha (Homo sapiens), P09471 | response (percent of control binding), % at 10 µM; in the data active means response below about 60% or above about 140%; inactive means in between;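 further: Galphao activated as the GDP aluminium fluoride complex binding bead-coupled RGS8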
Mcl1 Bid PPI – Mcl-1/Bid binding inhibitors, primary screen, biochemical, TR-FRET, 1536-well; Induced myeloid leukemia cell differentiation protein Mcl-1 (Homo sapiens), Q07820; TR-FRET Mcl-1/Bid-Dy647 peptide binding; inhibition, % at 21.7 µM; 220,000 tested, 0.97% active; AID 1021, 2008;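 active means compounds that cut the binding signal by more than half at the single screening dose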;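 further: His-tagged Mcl-1 with europium anti-His antibody binding Bid BH3 peptide; 0% = Mcl-1 plus peptide wells and 100% = peptide-only wells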
Target sequence (Q07820 whole entry, looked up): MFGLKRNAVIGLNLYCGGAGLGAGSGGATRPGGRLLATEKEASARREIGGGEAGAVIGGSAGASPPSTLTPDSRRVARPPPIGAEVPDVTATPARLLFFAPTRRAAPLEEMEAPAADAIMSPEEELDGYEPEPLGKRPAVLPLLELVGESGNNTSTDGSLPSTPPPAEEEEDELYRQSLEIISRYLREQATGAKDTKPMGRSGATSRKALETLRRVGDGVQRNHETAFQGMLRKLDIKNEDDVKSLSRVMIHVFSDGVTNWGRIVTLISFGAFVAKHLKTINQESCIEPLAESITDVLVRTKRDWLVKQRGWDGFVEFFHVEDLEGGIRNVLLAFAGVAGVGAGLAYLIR
Bim-Mcl-1 – inhibitors of Bim peptide binding to Mcl-1, primary screen, biochemical, bead-based flow cytometry, multiplex. Bim peptide-Mcl-1 binding. inhibition, % at 10 µM. Induced myeloid leukemia cell differentiation protein Mcl-1 (Homo sapiens), Q07820. 190,000 tested, 0.1% active;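 further: 0% = no compound tracer wells and 100% = peptide blocker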
Bim-Bcl-B – inhibitors of Bim-Bcl-B binding, primary screen, biochemical, multiplexed, human Bcl-2 family; AID 951, 2007; 190,000 tested, 0.073% active; inhibition, % at 10 µM; Bcl-2-like protein 10 (Homo sapiens), Q9HD36; bead-based flow cytometry, Bim peptide-Bcl-B binding;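 further: 0% = tracer peptide without compound and 100% = reference inhibitor peptide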
Target sequence (Q9HD36 whole entry, looked up): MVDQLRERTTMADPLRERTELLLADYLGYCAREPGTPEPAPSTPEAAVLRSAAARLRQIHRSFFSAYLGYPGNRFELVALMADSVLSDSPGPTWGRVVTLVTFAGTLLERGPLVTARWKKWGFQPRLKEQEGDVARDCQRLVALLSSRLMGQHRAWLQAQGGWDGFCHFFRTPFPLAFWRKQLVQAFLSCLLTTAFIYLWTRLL
* marks the source's active call; other numbers are inactive results; ? = inconclusive. Unless noted, no stated cut-off is given here; in the data, active means inhibition above about 40%.

Compound	RGS4-Gao reg	RGS7-Gao reg	Bcl-2 Bim block	GSH fluor	Bcl-W Bim block	Bcl-XL Bim block	Bfl-1 Bim block	RGS8-Gao	Mcl1 Bid PPI	Bim-Mcl-1	Bim-Bcl-B
COc1ccc(CCN(Cc2cccs2)S(=O)(=O)c2ccc(S(=O)(=O)N3CCC(C)CC3)cc2)cc1OC	102	100	-6	16	-5	-7	-7	104	-7	-5	-6
CCOC(=O)C1CCCN(C(=O)c2cc3nc(-c4ccc5c(c4)OCO5)cc(C(F)(F)F)n3n2)C1 (stereo not drawn)	89	95	-2	13	0	-3	0	98	6	0	0
O=C(O)c1cc(Br)ccn1	100	98	-1	21	3	-2	-5	100	-23	1	-7
O=C(O)c1cc(-c2ccc(Cl)cc2)n[nH]1	93	95	-7	29	2	-7	-7	100	6	3	-4
COCCNC(=O)c1snc2ccc(Cl)cc12	99	101	1	12	1	-3	1	100	-7	1	1
CN(C)S(=O)(=O)c1ccc(C(=O)Nc2cc(S(=O)(=O)Nc3ccccc3Cl)ccc2N2CCCCC2)cc1	100	105	-1	10	-3	-5	6	99	-51	-6	-9
CC(=O)c1cccc(N(CC(=O)NCC2CCCO2)C(=O)CCC(=O)Nc2cc(C)on2)c1 (stereo not drawn)	100	97	-1	21	-1	-4	-3	101	-13	-1	-1
CCCn1c(=O)[nH]c2ccccc21	98	101	-8	12	-3	-3	-13	99	-7	-2	-9
CCn1c(Cc2ccc(OC)cc2)nnc1SCc1nc2ccccc2c(=O)[nH]1	101	102	-3	9	-11	-13	-1	103	-6	-25	-2
Cc1cccc(Nc2ccccc2C(=O)NCc2ccco2)c1C	101	104	0	18	0	-2	0	100	-18	-3	0
CC(C)Nc1nc2ccccc2c(=O)[nH]1	100	95	-7	17	0	0	-6	101	-7	-2	-5
COC(=O)c1cccc(COC(=O)CNC(=O)c2ccco2)c1	98	96	-7	35	-1	-4	-18	100	-20	-5	-13
COC(=O)c1c(C)[nH]c(C)c1-c1ccccc1Cl	106	106	-12	11	0	-7	-13	107	-7	-2	-10
Cc1cnc(C(=O)Nc2ccc(N3CCOCC3)cc2)cn1	104	103	-12	23	-2	-9	-17	100	-18	-3	-10
CCNC(=O)CC1C(=O)N(c2ccccc2)C(=O)N1CCc1ccc(OC)c(OC)c1 (stereo not drawn)	99	101	-10	12	-2	-4	-9	100	-35	-1	-9
COc1cc(-c2nc(N)n[nH]2)cc(OC)c1OC	95	99	0	27	3	0	-2	99	-16	1	2
CC1CCCC(NC(=O)COC(=O)Cc2cn3ccsc3n2)C1C (stereo not drawn)	-58*	-19*	0	8	0	1	0	3.7*	-70	0	2
O=C(NC1CCCC1)C(c1ccsc1)N(C(=O)Cc1cccs1)c1ccccc1 (stereo not drawn)	105	101	1	13	0	0	-3	101	-27	0	1
C=CCOn1c(=O)c(=O)n(OCc2ccccc2)c2ccccc21	98	94	-1	22	2	1	-4	98	24	2	-3
C=CCOC(=O)COc1ccc2c(C)c(CC)c(=O)oc2c1	92	90	-2	26	-2	-2	-4	98	9	-1	-2
Cn1nc(-c2ccccc2)c2nc3ccccc3nc21	99	97	-15	27	-1	-5	-16	97	-10	-2	-15
CC1(C)CC(O)C(CCC(O)c2ccccc2)C(C)(C)N1 (stereo not drawn)	105	104	-7	15	2	-5	-8	105	-35	0	-7
CCCNS(=O)(=O)c1ccc2c(c1)CCCN2C(C)=O	104	104	0	16	0	0	0	106	-8	0	-3
Clc1ccc(CN2C3=NCCN3c3ccccc32)cc1Cl	58	66	-1	10	0	-1	-1	87	-25	-1	-2
O=C(N/N=C/C=C/c1cccc([N+](=O)[O-])c1)C(O)c1ccccc1 (stereo not drawn)	99	98	-2	10	-3	0	-6	97	-17	-3	-5
COc1ccc2ccccc2c1CN1CCN(Cc2ccccc2)CC1	102	100	-1	11	0	-1	0	101	11	-5	-1
Cc1cc2n(n1)SC(Nc1ccc(F)cc1)N2 (stereo not drawn)	107	104	2	12	-1	-4	1	100	-50	1	-1
CC(=O)c1nnn(-c2nc(N)nc(N(c3ccccc3)c3ccccc3)n2)c1C	98	98	-3	17	-6	-9	-1	99	-2	-6	-4
CCOC(=O)C1=C(C)Nc2nc3ccccc3n2C1c1ccccc1 (stereo not drawn)	102	99	-3	19	-2	-2	-2	103	-3	-3	1
CC1=C(C)CC(C(=O)N2CCN(Cc3ccc4c(c3)OCO4)CC2)C(C(=O)O)C1 (stereo not drawn)	99	99	0	19	0	-1	-6	102	-60	1	1
COc1ccc(OC)c(/C=N/NC(=O)CNC(=O)c2ccc(S(=O)(=O)N3CCOCC3)cc2)c1	104	99	-9	11	-2	-1	-15	99	-5	-1	-5
COC(=O)c1ccc2nc(C(F)(F)F)[nH]c2c1	84	96	1	17	2	-3	-8	96	-9	1	-6
CCOC(=O)N1CCN(C(=O)Nc2ccc3nc(C)c(C)nc3c2)CC1	94	100	0	15	0	0	0	101	-14	-1	0
CCOC(=O)c1ccc(NC(=O)CCOc2ccc(C)cc2)cc1	102	102	-6	49	-4	-8	2	102	6	-2	-6
CCOc1ccc(CCNC(=O)CN2C(=O)NC(CCSC)C2=O)cc1OCC (stereo not drawn)	102	?	-5	15	-5	-1	-8	103	-43	-1	-6
CCc1ccc(NC(=S)NC2CC3CCC(C2)N3Cc2ccco2)cc1 (stereo not drawn)	101	93	-3	26	-4	0	-4	104	96*	-5	-17
CS(=O)(=O)N(CC(=O)Nc1ccc(S(=O)(=O)N2CCOCC2)cc1)c1cccc(F)c1	98	95	0	10	-3	-4	-7	99	-26	0	-4
N#CC(c1ccccc1)c1ccc(C(=O)c2ccc(F)cc2)cc1 (stereo not drawn)	97	100	-1	11	0	-1	0	99	-11	-3	0
CC1(C)NC(=O)N(CCCOc2ccc3c(c2)CCC3)C1=O	105	102	-8	41	-1	-13	-8	105	0	0	-5
Cc1ccccc1C(=O)/C=C1/SCC(=O)N1C	86	85	0	16	0	0	-3	90	-4	0	-6
CCN(CC)C(=O)C1CCCN(C/C=C/c2ccccc2)C1 (stereo not drawn)	97	98	0	13	-2	-1	-1	100	-26	0	-2
Cc1cccc(/C(N)=N/OC(=O)c2cccs2)c1	101	100	-3	34	-4	-5	-4	96	-21	-3	-3
COc1ccc(SCC(=O)Nc2ccc(N3CCN(C)CC3)c(F)c2)cc1	102	99	-3	19	-2	-1	-4	103	-29	-1	-3
Cc1csc2nc(CNC(=O)CCC(=O)O)cn12	101	98	-7	25	0	-2	-9	101	-6	-2	-6
Cc1ccc(C2=Nc3c(ccc4ccccc34)C(c3ccncc3)=NN2)cc1	103	100	-3	13	-4	-5	-4	103	-8	0	-4
CC1CCCCN1C(=O)C12CCC(C)(/C(=N/O)C1)C2(C)C (stereo not drawn)	104	107	1	22	4	2	4	105	-12	5	0
COc1cccc(C(=O)C2CN(c3ccccc3)CC2c2ccc(Cl)cc2)c1 (stereo not drawn)	101	103	-3	6	-1	0	-2	100	-37	0	-3
COc1ccc2cc(C(=O)O)ccc2c1	98	100	-2	16	-5	-1	0	102	-8	-1	-1
Cc1ccc(/C=C/C(=O)NCc2ccc(S(N)(=O)=O)cc2)o1	94	100	5	9	-4	-3	10	86	-41	-5	-30
COC(=O)c1nc(N)sc1C	102	95	0	21	0	0	-3	99	-21	-1	-4
c1ccc(-c2nnc(SCCC3OCCCO3)o2)cc1	101	100	-1	8	1	-3	-1	99	-6	0	0
Cc1cc(/C=C(\C#N)C(=O)Nc2ccccc2F)c(C)[nH]1	97	94	0	17	0	0	0	97	-60	1	-3
Cc1cc(C)cc(N=c2c([N+](=O)[O-])nn(-c3cccc(Cl)c3)n2O)c1	97	98	-2	40	2	-7	-8	100	-30	0	-4
Cc1sc(C(C2C(=O)CC(C)(C)CC2=O)C2C(=O)CC(C)(C)CC2=O)cc1[N+](=O)[O-]	97	89	0	21	1	0	3	96	-5	-1	1
COC(=O)c1cc(NC(=O)CC2NCCNC2=O)cc(C(=O)OC)c1 (stereo not drawn)	101	102	1	11	1	0	1	101	-37	2	0
Cc1ccc(-n2nnnc2SCC(=O)Nc2ccccc2N2CCCCC2)cc1C	88	97	-8	32	-2	-6	-7	98	-22	-2	-8
COc1ccc(CCn2c(NCCCN3CCOCC3)nc3c2c(=O)[nH]c(=O)n3C)cc1	106	95	-5	19	1	25	-8	104	-47	1	-2
CCOc1ccccc1-n1c(C)nc2cc(C(=O)O)ccc21	104	106	-2	17	-3	-1	-3	103	28	0	2
CCOC(=O)c1c(C2COc3ccccc3O2)csc1N (stereo not drawn)	102	105	-2	23	1	0	-6	103	9	3	-7
CCN1CCN(c2cc(C)c3cc(NC(=S)N4CCOCC4)ccc3n2)CC1	100	?	-1	17	1	0	16	100	-81	-1	-7

Later entries.
Compound	RGS4-Gao reg	RGS7-Gao reg	Bcl-2 Bim block	GSH fluor	Bcl-W Bim block	Bcl-XL Bim block	Bfl-1 Bim block	RGS8-Gao	Mcl1 Bid PPI	Bim-Mcl-1	Bim-Bcl-B
COc1n[nH]c(C(=O)Nc2cc(Cl)ccc2Cl)c1[N+](=O)[O-]	97	96	-2	17	-3	0	-2	103	-67	0	-2
Cc1ccc(C(=O)Nc2ccccc2C(=O)N2CCOCC2)cc1[N+](=O)[O-]	95	99	-10	9	-7	-8	-12	101	-8	-4	-10
CCOC(=O)C(CC)(CCC(=O)O)c1csc(Nc2ccc(C)cc2)n1 (stereo not drawn)	98	97	-2	12	1	0	-3	102	-57	1	0
CCOC(=O)C(C(=O)Nc1nc2ccccc2s1)C1CCCCC1 (stereo not drawn)	99	99	-1	30	0	-2	-3	102	-2	-2	0
COc1ccc(S(=O)(=O)N2CCOCC2)cc1NC(=O)Cc1ccc(Cl)c(Cl)c1	107	104	-9	7	0	-2	-3	102	-10	-5	-5
O=C(NCc1ccco1)c1cccc(F)c1	97	92	-2	11	-3	-2	-1	97	-29	0	-2
CCOc1ccc(C(=O)Nc2ccccc2NC(C)=O)cc1OCC	105	100	0	13	-1	0	-4	100	-21	0	-3
